Bioassay records: PubChem, Johns Hopkins Ion Channel Center
TMEM16A inh: mouse TMEM16A channel inhibition, primary screen; 1.2% of 310,000 active; normalized B-score (activity score, 25-100; higher = stronger inhibition) at 10 µM; Q8BHY3; HEK293 TMEM16A/YFP iodide influx fluorescence, ionomycin; AID 588511;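 active = ratio plate-corrected score three or more library SD toward inhibition, starting fluorescence score within five deviations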;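 note: score derived from kinetic fluorescence span divided by baseline fluorescence per well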
TMEM16A act: mouse TMEM16A channel activation, primary screen; HEK293 TMEM16A/YFP-H148Q/I152L, iodide quench fluorescence; hits give low values; B-score at 10 µM; 0.3% of 340,000 active; AID 623877;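 active = fluorescence-ratio B-score plate-corrected deviation score at least 3 library SD below zero, with starting fluorescence score within 5 deviations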;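 note: channel opened by trigger with iodide after compound preincubation; score built on the fluorescence ratio of max minus min over baseline; more negative score means more quench and so TMEM16A activation or potentiation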
MrgX1 antagonist: blocks BAM8-22 activation of human MrgX1 receptor | Q96LB2 | MRGX1-HEK293 calcium flux, Fluo-4, BAM8-22 antagonism; hits give low values | B-score at 10 µM | 1.3% of 310,000 active | AID 588676;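 active = calcium-response B-score plate-corrected more than 3 library SD below zero, starting fluorescence within 5 deviations, no agonist response on first addition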;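 note: peak minus trough fluorescence over baseline after final BAM8-22 challenge near maximal dose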
Target sequence (Q96LB2 whole entry, looked up): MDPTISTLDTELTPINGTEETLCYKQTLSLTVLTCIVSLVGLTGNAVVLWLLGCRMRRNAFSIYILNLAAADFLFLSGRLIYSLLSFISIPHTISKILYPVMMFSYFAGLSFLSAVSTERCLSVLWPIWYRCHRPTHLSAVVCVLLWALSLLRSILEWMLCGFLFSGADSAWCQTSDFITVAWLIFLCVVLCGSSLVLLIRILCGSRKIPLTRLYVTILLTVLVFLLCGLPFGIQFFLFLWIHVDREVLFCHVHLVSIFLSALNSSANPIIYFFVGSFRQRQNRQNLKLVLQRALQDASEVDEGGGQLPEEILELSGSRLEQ
TRPC4 PAM: allosteric potentiators of mouse TRPC4 channel; HEK293 TRPC4beta/mu-opioid, DAMGO EC20, Fluo-4 Ca2+ flux; hits give high values; Q9QUQ5; 0.42% of 310,000 active; B-score at 10 µM;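 active = B-score of calcium response area above 5 SD of library B-scores, with initial fluorescence ratio within 5 SD of library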;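 note: B-score of integrated fluorescence ratio over time as area under calcium response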
TRPC4 agonist: activators of mouse TRPC4 channel | AID 2237 | Q9QUQ5 | B-score at 10 µM | 0.49% of 310,000 active | HEK293 TRPC4beta/mu-opioid, Fluo4 calcium fluorescence; hits give high values;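 active = B-score above 5 SD of library B-scores, and initial fluorescence ratio not above library mean plus 5 SD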;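 note: positive B-score marks a calcium rise read as TRPC4 activation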
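Material: HEK293 stable line with TRPC4beta plus mu-opioid receptor; technique: Fluo4 calcium-sensitive dye fluorescence, kinetic, 1 Hz baseline; timing: Fluo4 dye loading 45 min at room temperature, 110 s recording; controls: assay buffer as low control, maximal DAMGO as high control; read-out: integrated baseline-normalised fluorescence ratio, converted to per-well B score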
MrgX1 agonist: human MrgX1 receptor agonism, primary screen; Q96LB2; MrgX1-HEK293 cells, Fluo-4 calcium fluorescence, agonist mode; hits give high values; B-score at 10 µM; 0.44% of 310,000 active;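 active = calcium response B-score plate-corrected fluorescence ratio at least 3 library SD, with starting fluorescence B-score inside 5 SD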
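Test system: HEK293 cells stably expressing human MrgX1 receptor; Input: fifteen thousand cells per well; Dosing: compound delivered in addition one of three; Schedule: overnight seeding, then 1 h dark dye loading; Technique: Fluo-4 NW calcium fluorescence; Measure: B-scored fluorescence response ratio; Controls: positive and negative controls per plate.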
RGS4 block: human RGS4 inhibition; P49798; HEK293 M3R/RGS4 inducible, Fluo-4 calcium flux; hits give high values; triggered by carbachol at its EC20; B-score at 10 µM; AID 463165; 0.45% of 310,000 active;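 active = B-score, a plate-corrected calcium signal, over three deviations above library mean, with baseline fluorescence within five deviations of library mean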;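 note: RGS4 expression induced by doxycycline in cells with stable M3 receptor; B-score is computed from the integrated fluorescence ratio over baseline after carbachol; higher B-score means a larger calcium signal and so more RGS4 inhibition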
Target sequence (P49798 whole entry, looked up): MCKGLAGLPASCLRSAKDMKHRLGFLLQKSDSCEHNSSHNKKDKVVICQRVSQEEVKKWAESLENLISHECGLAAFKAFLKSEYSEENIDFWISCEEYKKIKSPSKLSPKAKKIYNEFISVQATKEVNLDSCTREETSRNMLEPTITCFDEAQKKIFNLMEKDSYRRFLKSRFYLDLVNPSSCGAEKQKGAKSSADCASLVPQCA
TRPC6 inh: blocks the mouse TRPC6 cation channel. 1.1% of 310,000 active. Q61143. AID 2553. B-score at 10 µM. HEK293-TRPC6, membrane potential dye, ACh-evoked depolarization; hits give low values;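 active = B-score under library mean minus 3 SD, initial fluorescence not abnormally high, positive integrated signal ratio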;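 note: B-score derived from integrated fluorescence ratio over the kinetic read; more negative B-score means stronger inhibition of depolarization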
MrgX1 allo act: allosterically activates human MrgX1 receptor signaling. MrgX1-HEK293, Fluo-4 calcium flux, FDSS; hits give high values. B-score at 10 µM. 0.63% of 310,000 active. AID 588675;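 active = plate-corrected calcium response at least 3 library SD above typical, normal starting fluorescence, not activating the receptor alone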;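 note: compound read alongside a low EC10 to EC30 dose of BAM8-22 agonist; peak minus trough fluorescence over baseline measured at the second addition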
TRPC4 inh: inhibitors of mouse TRPC4 channel | 0.39% of 300,000 active | AID 2247 | Q9QUQ5 | B-score at 10 µM | HEK293 TRPC4beta/mu-opioid, DAMGO-evoked Fluo4 calcium flux; hits give low values;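 active = B-score over 3 SD under the library average, no early fluorescence shift, positive overall ratio signal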
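Assay system: HEK293 cells with stable TRPC4beta plus mu-opioid receptor expression; Probe or stimulus: DAMGO in two steps, submaximal then maximal; Dosing: single-point compound dosing; Measured by: Fluo4 calcium-dye fluorescence, kinetic read; Read-out basis: B score from integrated Fluo4 fluorescence ratio.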
TRPC6 act: mouse TRPC6 channel activation; B-score at 10 µM; Q61143; HEK293-TRPC6 membrane potential dye fluorescence; hits give high values; 0.13% of 310,000 active;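 active = B-score of the integrated fluorescence ratio above library mean plus 3 SD, and starting fluorescence ratio within library mean plus 5 SD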;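 note: higher score means more depolarization so channel activation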
Active calls of the source: *; i = inactive; x = not tested or not shown.

SMILES	TMEM16A inh	TMEM16A act	MrgX1 antagonist	TRPC4 PAM	TRPC4 agonist	MrgX1 agonist	RGS4 block	TRPC6 inh	MrgX1 allo act	TRPC4 inh	TRPC6 act
CCn1ccnc1CN(C)Cc1nc(-c2ccccc2)no1	i	i	i	i	i	i	i	i	i	i	i
COCCn1c(SCC(=O)/C=C2\N(C)c3ccccc3C2(C)C)nnc1-c1ccncc1	i	i	i	i	i	i	i	i	i	i	i
O=C(NCc1ccccc1)c1ccc(F)c(F)c1	i	i	i	i	i	i	i	i	i	i	i
COc1ccc(NC(=O)C(=O)NCC2CCCN2S(=O)(=O)c2ccc(C)cc2)cc1 (configuration not stated)	i	i	i	i	i	i	i	i	i	i	i
Cn1c(SCC(=O)NNC(=O)Cc2ccccc2)nnc1-c1ccc(Cl)cc1	i	i	i	i	i	i	i	i	i	i	i
Cc1csc2nc(O)c(C(=O)NCCCN3CCCC3=O)c(=O)n12	i	i	i	i	i	i	i	i	i	i	i
Cc1ccc(C(=O)N/C(=C\c2ccco2)C(=O)NCc2cccnc2)cc1	i	i	i	i	i	i	i	i	i	i	i
O=C1CCC(C(=O)Nc2ccccc2N2CCOCC2)=NN1	i	i	i	i	i	i	i	i	i	i	i
COc1ccc(CNC(=O)CN(C(=O)c2snc(C(N)=O)c2N)c2cccc(F)c2)cc1	i	i	i	i	i	i	i	i	i	i	i
O=C1/C(=C/c2ccncc2)SC(=S)N1C1CCCCC1	i	i	i	i	i	i	i	i	i	i	i
COc1cc(S(=O)(=O)N(Cc2cccc(OC)c2OC)CC2CCCO2)ccc1-n1cnnn1 (configuration not stated)	i	i	i	i	i	i	i	i	i	i	i
Cc1cccc(OCc2nnc(SCC(=O)Nc3nccs3)o2)c1	i	i	i	i	i	i	i	i	i	i	i
COc1ccc(S(=O)(=O)N2CCN(Cc3ccc4c(c3)OCO4)CC2)cc1	i	i	i	i	i	i	i	i	i	i	i
COc1ccc(C(=O)N[C@H](C(=O)Nc2sccc2C(N)=O)C(C)C)cc1	i	i	i	i	i	i	i	i	i	i	i
O=C(NCCc1ccccc1)C(=O)N/N=C/c1ccccc1C(F)(F)F	i	i	i	i	i	i	i	i	i	i	i
CCOC(=O)CSc1nc2sc3c(c2c(=O)n1-c1ccccc1)CCN(C)C3	i	i	i	i	i	i	i	i	i	i	i
Cc1nc(-c2nnc(SCC(=O)Nc3cc(Cl)cc(Cl)c3)n2C)cs1	i	i	i	i	i	i	i	i	i	i	i
Cc1nc2cc(N=NC3=C(O)CCCC3=O)ccc2s1	i	i	i	i	i	i	i	i	i	i	i
O=C(COC(=O)C1CCN(c2ccc(C(F)(F)F)cn2)CC1)NCCc1ccccc1	i	i	i	i	i	i	i	i	i	i	i
Cc1cccc(N=C2NC(=O)/C(=C\c3cccs3)S2)c1	i	i	i	i	i	i	i	i	i	i	i

An excerpt from above, reduced to TRPC6 inh, TRPC4 inh and TRPC6 act.
SMILES	TRPC6 inh	TRPC4 inh	TRPC6 act
COc1cc(S(=O)(=O)N(Cc2cccc(OC)c2OC)CC2CCCO2)ccc1-n1cnnn1 (configuration not stated)	i	i	i
Cc1nc(-c2nnc(SCC(=O)Nc3cc(Cl)cc(Cl)c3)n2C)cs1	i	i	i

(further entries)
SMILES	TMEM16A inh	TMEM16A act	MrgX1 antagonist	TRPC4 PAM	TRPC4 agonist	MrgX1 agonist	RGS4 block	TRPC6 inh	MrgX1 allo act	TRPC4 inh	TRPC6 act
O=C(Cn1c(=O)[nH]c2ccsc2c1=O)N1CCN(c2ccc(F)cc2)CC1	i	x	i	i	i	i	i	i	i	i	i
CCC1CCCCN1C(=O)c1cc2cc(Br)ccc2oc1=O (configuration not stated)	i	i	i	i	i	i	i	i	i	i	i
CC(C)C[C@H]1CN=C(Nc2ccccc2)N1CCCCc1ccccc1	i	i	i	i	i	i	i	i	i	i	i
O=C(NC(=S)Nc1cc([N+](=O)[O-])ccc1O)C1CC1	i	i	i	i	i	i	i	i	i	i	i
CCn1c(N2CCN(S(=O)(=O)c3ccc(OC)cc3)CC2)nc2ccccc21	i	i	i	i	i	i	i	i	i	i	i
O=C(COC(=O)/C=C/c1nc2ccccc2s1)Nc1cccc(Cl)c1Cl	i	i	i	i	i	i	i	i	i	i	i
CCC(=O)N1CCN(c2ccccc2NC(=O)c2ccc(OC)c(Cl)c2)CC1	i	i	i	i	i	i	i	i	i	i	i
CC(C)c1ccc(NC(=O)c2cccc(NC3=NC4CS(=O)(=O)CC4S3)c2)cc1 (configuration not stated)	i	i	i	i	i	i	i	i	i	i	i
CCN(CC)C(=O)c1ccc(CS(=O)(=O)c2ccc(OC)cc2)o1	i	i	i	i	i	i	i	i	i	i	i
COc1ccc(C(=O)Nc2ccc(C(=O)NCCc3ccccc3)cc2)cc1	i	i	i	i	i	i	i	i	i	i	i
COc1ccc(S(=O)(=O)Nc2c(C(=O)O)[nH]c3ccc(OC)cc23)c(OC)c1	i	i	i	i	i	i	i	i	i	i	i
Cc1c(NC(=O)c2cc(CC(C)C)on2)c(=O)n(-c2ccccc2)n1C	i	i	i	i	i	i	i	i	i	i	i
CCN(CC)c1ccc(C(=O)N/N=C(\C)c2cccc(OC)c2)cc1	i	i	i	i	i	i	i	i	i	i	i
Cc1ccc2nc(Cl)c3nnnn3c2c1	i	i	i	i	i	i	i	i	8.74*	i	i
CSc1ccc(NS(=O)(=O)c2ccc(-n3cnnn3)cc2)cc1	i	i	i	i	i	i	i	i	i	i	i
N#Cc1nc(-c2cccs2)oc1N1CCOCC1	i	i	i	i	i	i	i	i	i	i	i
COC(=O)N(NC(=O)C(O)(CCC(C)C)CCC(C)C)c1ccccc1	i	i	i	i	i	i	i	i	i	i	i
CC(C)(C)C1CCC(=NNC(=S)NCc2ccccc2)CC1 (configuration not stated)	i	i	i	i	i	i	i	i	i	i	i
COc1ccccc1C1C(C(=O)NCc2ccccc2)=C(C)Nc2ncnn21 (configuration not stated)	i	i	i	i	i	i	i	i	i	i	i
COc1cc(/C=N\NC(=O)c2cccc(Cl)c2)ccc1Oc1ccc([N+](=O)[O-])cn1	i	i	i	i	i	i	i	i	i	i	i
O=C(Cn1nnc2ccccc21)c1cccc([N+](=O)[O-])c1	i	i	i	i	i	i	i	i	i	i	i
COCCn1c(SCC(=O)Nc2nnc(C)s2)nnc1-c1ccncc1	i	i	i	i	i	i	i	i	i	i	i
Cc1oc2cc(OCC(=O)O)ccc2c(=O)c1Oc1ccccc1	i	i	i	i	i	i	i	i	i	i	i
Cc1ccc(S(=O)(=O)N2CCOCC2)cc1C(=O)NC(=S)N1CC(C)CC(C)C1 (configuration not stated)	i	i	i	i	i	i	i	i	i	i	i
O=C(NCCc1cccc(F)c1)C1CCCN(c2nc3ccccc3s2)C1 (configuration not stated)	i	i	i	i	i	i	i	i	i	i	i
NS(=O)(=O)c1cccc(NC(=O)CSc2nc3nc(-c4cccs4)cc(C(F)(F)F)c3c(=O)[nH]2)c1	i	i	i	i	i	i	i	i	i	i	i
CCC(=O)N1N=C(c2cccs2)CC1c1ccc(OC)cc1 (configuration not stated)	i	i	i	i	i	i	i	i	i	i	i
N/C(=N\OC(=O)COc1ccccc1Cl)c1ccc(Cl)cc1	i	i	i	i	i	i	i	i	i	i	i
CCOC(=O)c1ccc(COC(=O)c2cc(=O)[nH]c3ccccc23)o1	i	i	i	i	i	i	i	i	i	i	i
COc1ccc2[nH]c(C(=O)N3CCN(C)CC3)c(C)c2c1	i	i	i	i	i	i	i	i	i	i	i
CCN1C(=O)/C(=C\c2cccs2)C(C(=O)OC)=C1C	i	i	i	i	i	i	i	i	i	i	i
O=C(COc1ccc(Cl)cc1)Nc1cnn(Cc2c(Cl)cccc2Cl)c1	i	i	i	i	i	i	i	i	i	i	i
NNc1ccc2nnc(C(F)(F)C(F)(F)C(F)(F)F)n2n1	i	i	i	i	i	i	i	i	i	i	i
COCCCNC(=O)CC(NCCCOC)C(=O)O (configuration not stated)	i	i	i	i	i	i	i	i	i	i	i
Cc1ccc(N2C(=O)N(c3ccc(C)cc3)C3CS(=O)(=O)CC32)cc1 (configuration not stated)	i	i	i	i	i	i	i	i	i	i	i
CCc1ccc(CCC(=O)Nc2ccc(OC)cc2)o1	i	i	i	i	i	i	i	i	i	i	i
CNC(=S)NNC(=O)COc1ccccc1C	i	i	i	i	i	i	i	i	i	i	i
Cc1ccccc1C(=O)NC1CC2CCCC(C1)N2Cc1ccccc1 (configuration not stated)	i	i	i	i	i	i	i	i	i	i	i
O=C(CCS(=O)(=O)c1ccccc1)Nc1ccccc1-c1nc2ccccc2s1	i	i	i	i	i	i	i	i	i	i	i
Cc1ccc(N(C(=O)Cc2cccs2)C2C=CS(=O)(=O)C2)cc1Cl (configuration not stated)	i	i	i	i	i	i	i	i	i	i	i
Cc1cccc(/C=N/NC(=O)c2ccc(NC(=O)c3ccccc3C)cc2)n1	i	i	i	i	i	i	i	i	i	i	i
CC1CC(C)CN(CCCNC(=O)C2CCCN(c3nnc(N4CCCC4=O)s3)C2)C1 (configuration not stated)	i	i	i	i	i	i	i	i	i	i	i
Cc1cc(C)cc(OC(C)C(=O)NCCCn2ccnc2)c1 (configuration not stated)	i	i	i	i	i	i	i	i	i	i	i
CN(C(=O)c1sc2nc(N3CCCC3)c3c(c2c1N)CC(C)(C)OC3)c1ccccc1	i	i	i	i	i	i	i	i	i	i	i
Cc1ccc(C)c(S(=O)(=O)N2CCC(c3nc4c(nnn4Cc4ccc5c(c4)OCCO5)c(=O)[nH]3)CC2)c1	i	i	i	i	i	i	i	i	i	i	i
O=C(NCCCn1ccnc1)Nc1ccc(Cl)c(Cl)c1	i	i	i	i	i	i	i	i	i	i	i
Cc1ccc(NC(=O)COc2ccc(S(=O)(=O)N3CCOCC3)cc2)cc1	i	i	i	i	i	i	i	i	i	i	i
C=CCn1c(SC2CCOC2=O)nc2scc(C3CC3)c2c1=O (configuration not stated)	i	i	i	i	i	i	i	i	i	i	i
